PfG6PD inh = PfG6PD (Plasmodium falciparum) enzyme inhibition; PfGluPho enzyme, NADPH resazurin-diaphorase fluorescence; inhibition, % at 20 µM; hit rate 0.78% among 350,000; AID 504690;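 active = inhibition reaching at least a set limit at 20 µM in the primary screen, cut at about 59% in these data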;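 also: 0% = DMSO wells with substrate and 100% = DMSO wells lacking glucose-6-phosphate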
ATG4B inh = blocks human ATG4B protease cleavage of LC3 substrate | inhibition, % at 8.33 µM | ATG4B cleavage of LC3-PLA2, NBD-HPC fluorescence, 1 h | Q9Y4P1 | hit rate 0.51% among 340,000; in the data active = inhibition above about 40%
Target sequence (Q9Y4P1 whole entry, looked up): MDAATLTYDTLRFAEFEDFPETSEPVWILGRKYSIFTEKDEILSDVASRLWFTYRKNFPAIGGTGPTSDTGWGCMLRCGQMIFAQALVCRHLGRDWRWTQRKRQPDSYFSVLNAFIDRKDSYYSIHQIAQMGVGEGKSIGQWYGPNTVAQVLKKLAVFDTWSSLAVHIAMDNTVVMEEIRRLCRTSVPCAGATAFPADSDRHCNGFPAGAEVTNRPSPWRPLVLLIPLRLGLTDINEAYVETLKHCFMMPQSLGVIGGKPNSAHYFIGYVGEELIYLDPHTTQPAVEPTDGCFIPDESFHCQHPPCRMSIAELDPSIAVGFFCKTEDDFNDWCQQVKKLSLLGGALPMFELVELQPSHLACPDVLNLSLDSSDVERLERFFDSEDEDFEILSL
HKDC1 inh = inhibitors of human hexokinase HKDC1 | recombinant HKDC1, G6PDH/diaphorase resazurin coupled fluorescence | inhibition, % at 20 µM | hit rate 0.16% among 340,000;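 active = inhibition above about 35% when tested at 20 µM, limit read from the data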;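 also: plate controls were DMSO wells with enzyme for no effect and DMSO wells lacking enzyme for full effect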
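Test system: recombinant HKDC1 (HK5) hexokinase enzyme, produced in-house / Doses: 20 µM test compound, 1% DMSO / Timing: 90 min, room temperature / Detection: G6PDH/diaphorase-coupled fluorescence, 1 mM NADP, 100 µM resazurin, 525/613 nm / Control set: DMSO wells with and without enzyme mix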
Active calls of the source: *. These rows are one share of the data; rates above refer to the full screens.

SMILES | PfG6PD inh | ATG4B inh | HKDC1 inh
CCCCN1CC(COc2ccccc2)Oc2cccc(F)c2S1(=O)=O (stereo not given) | 20.9 | -1.9 | 1.4
CCc1ccc(CNCCNC(=O)c2ccco2)cc1 | 17.4 | 13.8 | 11.6
O=C(Nc1ccc(S(=O)(=O)N2CCOCC2)cc1)c1ccc(Cl)c([N+](=O)[O-])c1 | 15.2 | -4.8 | 2.3
O=C(Cc1ccc(NC(=O)C2CCCN(C(=O)C3CC3)C2)cc1)Nc1ccc(C(=O)N2CCOCC2)cc1 (stereo not given) | 4.7 | -8.0 | -0.5
COc1ccc(C2OC[C@H]3O[C@H](O)[C@H](NC(C)=O)[C@@H](O)[C@@H]3O2)cc1 (stereo not given in full) | -17.4 | 12.0 | -4.7
CC(C)c1ccc(C(C(C(=O)c2ccccc2)N2CCOCC2)N2CCOCC2)cc1 (stereo not given) | -0.3 | -4.2 | 3.4
O=C(NC(Cc1ccc(O)cc1)C(=O)N=Nc1c(O)[nH]c2ccccc12)c1ccccc1 (stereo not given) | -7.9 | -6.5 | 5.5
CCOC(=O)N1CCN(C(=O)CSc2nnc(-c3cc(OC)ccc3OC)o2)CC1 | 3.0 | -6.8 | -3.7
Nc1ccc(S(=O)(=O)c2ccc(N)nc2)cc1 | -5.5 | -6.7 | -6.7
CCc1c(Nc2ccccc2C)nc(N)[nH]c1=O | 0.6 | -2.9 | -5.1

Complete entries from above:
CCc1ccc(CNCCNC(=O)c2ccco2)cc1 across the screens: PfG6PD inh: 17.4; ATG4B inh: 13.8; HKDC1 inh: 11.6
O=C(Nc1ccc(S(=O)(=O)N2CCOCC2)cc1)c1ccc(Cl)c([N+](=O)[O-])c1 across the screens: PfG6PD inh: 15.2; ATG4B inh: -4.8; HKDC1 inh: 2.3

(further entries)
SMILES | PfG6PD inh | ATG4B inh | HKDC1 inh
CC1(C)COC(=S)N1CCC#N | 9.0 | 8.1 | -1.5
Cn1c(=O)c2c(nc(SCC(=O)OCc3ccccc3)n2C)n(C)c1=O | -1.3 | -6.8 | -3.9
Cc1ccc(NC(=O)Cn2nc(C)c([N+](=O)[O-])c2C)cc1Cl | 15.5 | 5.7 | -4.9
COc1ccc2c(c1)CCCC(Br)C2=O (stereo not given) | 53.9 | 0.7 | 34.5
CCC(C)c1ccccc1N1CC(C(=O)N2CCN(c3ccccc3)CC2)CC1=O (stereo not given) | -17.0 | -11.9 | -1.5
CC(=O)c1ccccc1OCCCOc1cccc2cccnc12 | 30.8 | 18.9 | -1.6
O=C(Cc1ccc(NC(=O)C2CCCN(C(=O)C3CCC3)C2)cc1)Nc1cccc(C(=O)N2CCCC2)c1 (stereo not given) | 2.8 | -5.0 | -3.5
O=C(NCCCN1CCCCCC1)c1ccc(CS(=O)(=O)Cc2ccccc2F)o1 | 21.8 | 6.3 | -16.0
Cc1cc(NC(=O)NC(=O)c2ccccc2NC(=O)C(C)N)ccc1Oc1ncc(Br)cn1 (stereo not given) | 5.3 | -4.8 | -5.8
CC[C@]12C(=O)N(C)C[C@H]([C@@H]3C(=O)N(Cc4ccccc4)C(=O)[C@@H]31)N2C(=O)c1ccc(C(F)(F)F)cc1 | 4.0 | 2.6 | 1.5
COc1ccccc1-c1cccc([C@@H]2C[C@H]3[C@H](CON3C)CN2C)c1 | -9.5 | 3.2 | 0.2
CC1=CN2C(=N)/C(=C/c3ccc([N+](=O)[O-])o3)C(=O)N=C2S1 | 59.1* | -6.7 | 1.3
Cc1nn(C)cc1CNC(=O)/C=C/c1cnn(C)c1 | -9.7 | -2.9 | -3.9
CC(C)(C)c1nnc2sc(SCC(O)=C(C#N)c3nc4ccccc4[nH]3)nn2c1=O | -20.6 | 2.8 | 6.4
COc1ccc2c(c1)Sc1ccccc1N2 | 55.2 | -9.8 | 7.4
Cc1ccc2c(c1)-c1nc3ccccc3cc1C2=NC1CCCCC1 | 5.9 | -10.7 | 0.6
CC(C)CC(=O)N1CC=CC[C@@H](c2ccc(Cl)cc2)N(Cc2ccc(Cl)cc2)C(=O)[C@@H]1Cc1ccccc1 | 16.2 | -6.2 | 3.1
O=[N+]([O-])c1ccc(NN=Cc2cccc(O)c2)nc1 | 31.2 | -11.3 | -0.9
CCCS(=O)(=O)Nc1ccc(Nc2c3ccccc3nc3ccccc23)c(OC)c1 | 19.1 | 2.4 | 9.0
N#CC(C#N)=C1C=CC=CN1/C(=C\c1ccco1)C(=O)c1ccccc1 | 32.7 | 2.5 | 22.3
Cc1cc(C)c(S(=O)(=O)N2CCN(C(=O)c3ccccc3OCc3c(C)noc3C)CC2)c(C)c1 | 8.2 | -11.5 | -0.7
CN(CCc1ccccc1)C(=O)c1cccc(NC(=O)Cc2cccc(NC(=O)C3CCCN(S(=O)(=O)c4cccc([N+](=O)[O-])c4)C3)c2)c1 (stereo not given) | -4.9 | -4.2 | 0.3
Nc1cc(Cc2ccccc2)ccc1O | 34.7 | 7.3 | 13.2
Cc1ccc(C)c(Nc2nc3ccccc3[nH]2)c1 | 8.1 | 6.3 | 0.7
O=C1NC(=S)S/C1=C\c1cccc([N+](=O)[O-])c1 | -0.3 | -6.5 | 6.6
COc1ccc(CCC(=O)Nc2ccc(N3CCOCC3)c(S(=O)(=O)Nc3ccc(OC)cc3)c2)cc1 | 4.1 | -18.9 | 0.0
CCOC(=O)C(CCc1ccccn1)c1ccccc1 (stereo not given) | 1.4 | 0.1 | -5.6
CN(C)N1C(=O)C2C3C=CC(O3)C2C1=O (stereo not given) | -7.3 | -8.9 | -7.2
CC1CCCCC1NC(=O)CN1C(=O)c2cccc(N)c2C1=O (stereo not given) | 7.5 | -2.1 | 1.8
O=[N+]([O-])c1ccc(Cl)cc1P(=O)(O)c1cc(Cl)ccc1[N+](=O)[O-] | 11.4 | -1.2 | -0.5
COc1ccc(NC(=O)Cn2ncc(Cl)c(Cl)c2=O)cc1S(=O)(=O)N1CCOCC1 | -5.4 | 4.9 | 7.0
CCC1(C)COC(c2ccc3c(c2)OCO3)OC1 (stereo not given) | 12.0 | 3.1 | -7.7
CCOC(=O)NC1CCc2cc(OC)c(OC)c(OC)c2-c2ccc(SC)c(=O)cc21 (stereo not given) | 12.0 | -5.7 | 1.9
Nc1ccc(S(=O)(=O)c2ccc(NC(=O)c3cccnc3)cc2)cc1 | 15.3 | -6.4 | 1.6
CCOC(=O)c1ccc(N2Cc3ccccc3C2=NC(=O)c2cccs2)cc1 | -17.3 | 4.3 | 2.5
CC(=O)n1nc(-c2ccc(C)cc2)nc1NCc1ccco1 | 5.7 | -7.8 | -0.8
CCCc1nc2c(=O)n(C)c(=O)nc-2n(C)n1 | 108.7* | 77.3* | 3.3
CC(C)c1ccc(S(=O)(=O)/N=C2\C=C(NS(=O)(=O)c3ccccc3)C(=O)c3ccccc32)cc1 | 12.1 | -29.5 | 27.2
Cc1cc(SCC(=O)c2cccc([N+](=O)[O-])c2)nc(=O)[nH]1 | 40.0 | -8.7 | -54.1
Cc1ccc(CNc2ncnc3c2cnn3C2CCCCO2)cc1 (stereo not given) | 7.6 | 1.9 | -5.4
CCc1cc2c(SCC(=O)Nc3ccc(Cl)cn3)ncnc2s1 | -18.1 | 4.1 | -7.6
CC(=O)Nc1cc2c(cc1Br)-c1ccccc1C2 | 5.2 | -10.0 | -2.6
Cc1ccc(S(=O)(=O)NCC(=O)OCc2csc(CC(=O)Nc3ccccc3C)n2)cc1C | -12.9 | -7.5 | 3.2
O=C(NC(=O)c1c(F)cccc1F)Nc1cccc(Oc2ncc(Cl)cn2)c1 | -3.7 | -6.0 | -11.1
O=C(NCc1ccccc1)c1cc(=O)nc2sc(-c3ccccc3)nn12 | -12.2 | 0.1 | -3.2
C[N+](C)(C)CCC(=O)N1C/C(=C/c2ccccc2)C(=O)/C(=C\c2ccccc2)C1 | 37.8 | 16.4 | 15.2
O=C(NCc1ccncc1)c1cccc(S(=O)(=O)N2CCc3ccccc32)c1 | 1.3 | -0.8 | -1.1
CN1CCN(C(=S)Nc2cc([N+](=O)[O-])ccc2Cl)CC1 | 10.6 | -7.6 | 1.5
O=C(Nc1ccccc1C(=O)O)c1ccc2c(c1)C(=O)N(c1cccc([N+](=O)[O-])c1)C2=O | -14.3 | 3.7 | 7.0
CCCCCc1c(C)nc(N2CCc3ccccc32)[nH]c1=O | 15.6 | -3.2 | -0.2
Continuation:
SMILES | PfG6PD inh | ATG4B inh | HKDC1 inh
CN(C(=O)c1ccc(NC(=O)Cc2cccc(NC(=O)C3CCCN(C(=O)C4CC4)C3)c2)cc1)C1CC1 (stereo not given) | -3.1 | -7.1 | -4.7
CCN(CC)c1ccc(/C=C2/SC(=O)N(C(C)C)C2=O)o1 | 44.9 | -4.7 | 0.7
CC(=O)c1ccc(NC(=O)COC(=O)CCC(=O)c2cccs2)cc1 | -1.4 | -4.5 | -8.1
CCOc1ccc(C=NNC(=O)c2cccc3ccccc23)cc1OCC | 1.8 | 10.0 | 1.4
Cc1ccc(S(=O)(=O)N2CCN(C(=O)COC(=O)/C=C/c3cccc([N+](=O)[O-])c3)CC2)c(C)c1 | 9.2 | -10.9 | 0.8
CC/C(=C(/c1ccccc1)c1ccc(OCC[N+](C)(C)C)cc1)c1ccccc1 | 0.6 | 25.9 | 0.8
CCCC(=O)N1CCN(c2ccc(NC(=O)c3ccc([N+](=O)[O-])o3)cc2Cl)CC1 | 47.9 | -12.6 | 15.3
Cc1ccsc1C(=O)NNC(=O)C1C2C=CC(C2)C1C(=O)O (stereo not given) | -3.4 | -3.0 | -8.2
CC1(C)CSC(C)(C)C(=O)N1 | 10.5 | 1.8 | 13.5
CC1(OC(=O)C2CCCC2)C(=O)C=C2C=C(c3ccc(C#N)cc3)OC=C2C1=O (stereo not given) | 23.0 | 45.7* | 22.2
CSc1nc(NCCN(C)C)c2sc3nc(-c4ccco4)c4c(c3c2n1)CCC4 | 18.0 | -6.9 | -0.2
O=C1C(=Cc2ccc(Br)o2)C(=O)c2ccccc21 | -4.2 | 69.1* | 35.5*
CC1CCc2c(sc(NC(=O)c3noc4c3CCCC4)c2C(N)=O)C1 (stereo not given) | 9.9 | -1.7 | -5.6
CC(C)=NNc1ncnc2nc[nH]c12 | 25.7 | -5.1 | -3.3
O=C(NN=Cc1ccc2c(c1)OCO2)NN=Cc1ccc2c(c1)OCO2 | -1.5 | -7.9 | -4.7
Cc1ccc(C(=O)/C=C/c2cn(CC(O)CN3CCOCC3)c3ccccc23)cc1 (stereo not given) | 30.4 | -3.3 | -7.1
Cc1ccc(C2NC(=O)c3ccccc3N2)c(C)c1 (stereo not given) | 27.5 | 7.9 | -3.3
O=S(=O)(NC(CO)Cc1ccccc1)c1ccc(Br)cc1F (stereo not given) | 4.0 | -5.3 | -1.7
CC(C)(CC(=O)c1ccccc1)CC(=O)c1ccccc1 | -1.3 | -8.1 | -1.1
CN1C[C@@H]2[C@@H]3C(=O)N(Cc4ccccc4)C(=O)[C@@H]3[C@](C)(C1=O)N2C(=O)c1ccc(C(F)(F)F)cc1 | -19.5 | -2.0 | 0.6
CSCCC(NC(=O)c1ccco1)C(=O)N1CCN(c2ccccc2O)CC1 (stereo not given) | -0.9 | -5.2 | 4.0
CC12CCC(C(=O)N(c3nccs3)C1=O)C2(C)C (stereo not given) | 6.8 | -5.7 | -6.6
C=CCn1c(=O)n2ncnc2c2c3c(sc21)CCCC3 | -8.7 | 0.5 | -2.0
CC(=O)OCC(=O)C1(O)CCC2C3CCC4C(OC(C)=O)C(=O)CCC4(C)C3C(=O)CC21C (stereo not given) | 8.5 | -4.0 | -4.6
Cc1cc(=O)[nH]c(N2CCCCC2)n1 | 5.0 | 5.7 | -4.5
O=S(=O)(c1ccccc1C(F)(F)F)N1CCN(CC(O)COc2ccccc2F)CC1 (stereo not given) | 3.4 | -8.8 | -1.1
COc1ccc(CCNC(=O)c2ccc(NC(=O)CC3SC(N4CCCC4)=NC3=O)cc2)cc1OC (stereo not given) | -7.0 | -8.2 | 1.5
COC(=O)c1c(-c2ccc(C)cc2)csc1NC(=O)Cc1ccc(OC)c(OC)c1 | 47.4 | -5.8 | 4.9
O=S(=O)(CCN1CCOCC1)c1ccccc1 | -0.3 | -1.7 | -0.1
Cc1ccc(NC(=O)C(C)OC(=O)COc2cccc(C(F)(F)F)c2)cc1S(=O)(=O)N1CCOCC1 (stereo not given) | -1.3 | -5.9 | 5.1

For convenience, part of the list above.
SMILES | PfG6PD inh | ATG4B inh | HKDC1 inh
CCCCN1CC(COc2ccccc2)Oc2cccc(F)c2S1(=O)=O (stereo not given) | 20.9 | -1.9 | 1.4
CCc1ccc(CNCCNC(=O)c2ccco2)cc1 | 17.4 | 13.8 | 11.6
O=C(Nc1ccc(S(=O)(=O)N2CCOCC2)cc1)c1ccc(Cl)c([N+](=O)[O-])c1 | 15.2 | -4.8 | 2.3
O=C(Cc1ccc(NC(=O)C2CCCN(C(=O)C3CC3)C2)cc1)Nc1ccc(C(=O)N2CCOCC2)cc1 (stereo not given) | 4.7 | -8.0 | -0.5
COc1ccc(C2OC[C@H]3O[C@H](O)[C@H](NC(C)=O)[C@@H](O)[C@@H]3O2)cc1 (stereo not given in full) | -17.4 | 12.0 | -4.7

Screening results: PubChem, Sanford-Burnham Center for Chemical Genomics
